TNAP activation fold – human TNAP enzyme activators, primary screen, biochemical, luminescent, no phosphate acceptor, uHTS (AID 1001); purified TNAP, luminescent activation assay, no phosphate acceptor; higher activation fold means a stronger effect; activation fold at 20 µM, or EC50 in µM where a hit was titrated; actives 0.03% (n = 200,000); in the data active = activation fold from about 3, or a potency from the dose series; inactive = the rest, 99 in 100 with activation fold below about 1.6; note: many of its hits are not listed in these tables
West Nile antiviral – West Nile virus antiviral activity, cell-based, CPE readout (AID 1621) | West Nile virus-infected cells, CPE inhibition; higher % means a stronger effect | one-dose CPE inhibition, % at 10 µM; IC50 in µM for titrated hits | actives 0.02% (n = 290,000); in the data active = a potency from the dose series; note: strong numbers were not always called active
M17LAP inhibition – P. falciparum M17LAP inhibitors, primary screen, biochemical, fluorogenic H-Leu-NHMec substrate, 1536-well (AID 1619); recombinant M17LAP, H-Leu-NHMec fluorogenic kinetic assay; higher % means a stronger effect; inhibition, % at 30 µM, or IC50 in µM where a hit was titrated; actives 0.38% (n = 220,000);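 active = compound inhibiting the enzyme by more than half at any dose during confirmatory dose-response retesting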;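 note: plate controls were full reaction with DMSO carrier for no effect and no enzyme background for full effect; strong numbers were not always called active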
human PMI inhibitors – human PMI inhibitors, high substrate, primary screen, biochemical, fluorescence intensity, high mannose 6-phosphate (AID 1220). recombinant PMI enzyme, coupled fluorescence intensity; higher % means a stronger effect. actives 0.66% (n = 190,000). one-dose inhibition, % at 20 µM; IC50 in µM for titrated hits
T cell HTS – T cell immune modulation candidate. 2C CD8+ T cell-vesicle binding, flow cytometry; hits give low values. calls only at 7 µM. actives 0.068% (n = 330,000);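 active = response, share of CD8 T cells binding vesicles, and their 90th percentile fluorescence all below set limits, cut at about 80% in these data, passing the limit was not always enough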
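Benchmarks: naked versus QL9-loaded vesicles / Assay system: purified 2C TCR transgenic mouse naive CD8+ T cells / Technique: high-throughput flow cytometry with anti-B7-1 and anti-CD8 staining / Timing: Cell–vesicle co-incubation 1.5 h at 37 °C, staining 20 min on ice / Read-out: percent CD8+ FL2 mean versus row control / Probe or stimulus: QL9-loaded Drosophila micro-vesicles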
M1AAP inhibition – P. falciparum M1AAP inhibitors, biochemical, fluorogenic H-Leu-NHMec substrate, 1536-well (AID 1445); actives 0.42% (n = 220,000); inhibition, % at 30 µM; hits with a dose series show IC50 in µM; recombinant M1AAP, H-Leu-NHMec fluorogenic kinetic assay; higher % means a stronger effect;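 active = primary inhibition above the hit cutoff, then over 50% inhibition at one or more dose response concentrations, cut at about 23% in these data, passing the limit was not always enough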;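 note: plate controls were DMSO full reaction for no effect and no enzyme background for full effect; strong numbers were not always called active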
K1F lysis inhibition – protection from phage-mediated lysis, alamar blue read-out – E. coli UTI89, K1F phage, bacterial capsule biogenesis inhibitors (AID 488966). E. coli UTI89 K1F phage lysis, alamar blue, 2 h; higher % means a stronger effect. inhibition, % at 100 µM; hits with a dose series show IC50 in µM. actives 0.02% (n = 340,000);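 active = phage lysis inhibition, versus mean bacterial control, above a set limit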;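 note: capsule biogenesis inhibitors block K1F phage lysis so surviving cells raise fluorescence; higher fluorescence means more inhibition of phage lysis; actives were called in the ten point dose series up to 300 µM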
RSV antiviral HEp-2 – RSV antiviral activity via CPE protection, HEp-2 cells, primary 10 µM value included (AID 2391). HEp-2 cells, RSV-induced CPE inhibition; higher % means a stronger effect. CPE inhibition, % at 10 µM; hits with a dose series show IC50 in µM. actives 0.13% (n = 310,000); in the data active = a potency from the dose series; note: strong numbers were not always called active
human PMI inhibition – MPI enzyme activity inhibition – biochemical, fluorescence intensity, coupled assay, primary screen (AID 1209); purified PMI enzyme, coupled fluorescence intensity; higher % means a stronger effect; one-dose inhibition, % at 20 µM; IC50 in µM for titrated hits; actives 0.42% (n = 190,000);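 note: plate controls were DMSO vehicle for no effect and wells lacking substrate for full effect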
T cell HTS vesicle-bound % – further read-out of T cell HTS, marked with its call; double positive events, %; measured here: CD8+ vesicle-bound cell fraction;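 binding gate set so that unloaded-vesicle control wells show 10% double positive cells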
* hit, by the source's call; i = inactive; . = no result given; [ ] = another dose, or the depositor's remark. Cut-off read from the data, not from the text of the source, unless noted: active = inhibition above about 50%; inactive = the rest.

Every second line gives: T cell HTS	human PMI inhibition	M1AAP inhibition	human PMI inhibitors	TNAP activation fold	West Nile antiviral	RSV antiviral HEp-2	M17LAP inhibition	K1F lysis inhibition	T cell HTS vesicle-bound %
> COc1ccc(CNC(=O)C(CCSC)NC(=O)c2ccco2)cc1 (stereo not drawn)
 : i	3%	-3%	-7%	1.1	0.0%	-0.1%	7%	1.3%	22
> COCCn1c(SCC(=O)Nc2ccc3c(c2)OCCO3)nnc1-c1c[nH]c2ccccc12
 : i	1%	-1%	0%	1.1	0.3%	0.2%	16%	2.9%	49
> C=CCNc1nc(C(=O)OCC)nc2ccccc12
 : i	8%	4%	8%	1	-0.6%	-0.2%	1%	-0.7%	52
> COc1cc(C2NCC(c3ccc(Cl)cc3Cl)c3c2[nH]c2ccccc32)cc(OC)c1OC (stereo not drawn)
 : i	6%	4%	8%	1	-1.9%	18%	10%	3.2%[50 µM]	6
> Cc1nc2cccnc2nc1C
 : i	.	2%	.	.	0.2%	0.9%	0%	0.2%	22
> Cc1occc1C(=O)NNC(=O)Nc1ccc([N+](=O)[O-])cc1
 : i	-8%	8%	-7%	1	1.1%	13%	18%	6.0%	39
> COc1ccc(NS(=O)(=O)c2ccc(O)c(NC(=O)c3cc4c(C)nn(-c5ccc(F)cc5)c4s3)c2)cc1
 : i	-4%	6%	0%	1.1	0.0%	9.7%	7%	1.5%[50 µM]	7
> CN(C)C(=O)COC(=O)c1ccccc1Sc1ccccc1C#N
 : i	-10%	1%	-6%	1.1	0.4%	3.0%	8%	0.7%	31
> O=C(c1cccs1)N1CCC(Cc2ccccc2)CC1
 : i	7%	1%	3%	1.1	-0.3%	5.0%	0%	9.6%	10
> O=C(Nc1ccc(CN2CCCCC2)cc1)c1sc2ccccc2c1Cl
 : i	.	4%	.	.	-0.6%	-0.7%	-8%	0.3%	40
> O=C1CC(N(CCc2ccccc2)C(=S)Nc2cc(Cl)ccc2Cl)C(=O)N1c1c(Cl)cccc1Cl (stereo not drawn)
 : i	6%	2%	-4%	1.1	-0.8%	17%	11%	0.1%	40
> COc1ccc(OCC(=O)N2CCN(C(=O)c3cccc4ccccc34)CC2)cc1
 : i	6%	3%	6%	1.1	-1.4%	1.7%	-6%	0.5%	49
> COc1ccc(C(=O)NCc2ccccn2)cc1[N+](=O)[O-]
 : i	-2%	7%	2%	1.1	-0.9%	-0.1%	5%	0.5%	61
> Cc1ccc(NC2CCCN(C(=O)c3snnc3C)C2)cc1C (stereo not drawn)
 : i	.	.	.	.	-0.2%	-0.1%	.	0.3%	19
> Cc1onc(-c2c(F)cccc2Cl)c1C(=O)NCCN1CCNC1=O
 : i	.	2%	.	.	0.1%	0.1%	6%	.	51
> Cc1cc(C)n(CCNC(=O)c2cc(COc3ccc(F)cc3Cl)on2)n1
 : i	6%	0%	2%	1.1	-1.3%	2.3%	-3%	0.7%	60
> Cn1cc(C(=O)NC2C3CC4CC(C3)CC2C4)cn1 (stereo not drawn)
 : i	-5%	-5%	-4%	1.1	-0.8%	0.5%	16%	4.6%	48
> O=C(COC(=O)c1ccncc1)Nc1ccccc1
 : i	-8%	-2%	-12%	1.1	0.0%	2.5%	-7%	0.3%	48
> O=C(CSC(=S)N1CCCCC1)c1ccccc1
 : i	14%	.	11%	1.1	-0.8%	2.0%	.	-2.5%	45
> CCNC(=O)C(=O)Nc1ccc([N+](=O)[O-])cc1
 : i	0%	-1%	1%	1	-0.6%	1.8%	40%	-3.4%	39
> CC(C)NCC(O)COc1ccc(Br)cc1 (stereo not drawn)
 : i	12%	6%	8%	1.1	0.1%	0.4%	-1%	1.0%	48
> CC1CCCCN1C(=O)COc1ccc(NC(=O)c2ccco2)cc1 (stereo not drawn)
 : i	-2%	-4%	-2%	1.1	0.0%	-1.7%	4%	0.2%	31
> CCCCOc1ccc(-c2nc(=S)[nH][nH]2)cc1
 : i	2%	7%	-5%	1.6	0.2%	7.5%	10%	12%	42
> CC12CCC(=O)N1C(C(=O)OCC(=O)Nc1cccc(Br)c1)CS2 (stereo not drawn)
 : i	-4%	9%	0%	1.1	0.7%	-1.5%	23%	0.7%	40
> CCOc1cc(S(=O)(=O)N2CCOCC2)ccc1F
 : i	9%	-3%	7%	1.1	0.1%	0.7%	-3%	6.2%	34
> COc1ccc(-c2cc(C(=O)N/N=C/c3cccnc3)c3cc(C)cc(C)c3n2)cc1
 : i	.	.	.	.	1.7%	1.6%	.	0.9%[50 µM]	55
> CCOc1ccccc1NC(=O)CCCc1ccc(OC)c(C)c1
 : i	.	.	.	.	-0.7%	1.8%	.	-0.5%	14
> CN(C)C(=O)NC1c2ccccc2-c2ccccc21
 : i	.	.	.	.	0.0%	3.2%	.	0.5%	45
> Cc1ccc(CN(CC(=O)NCC2CCCO2)S(=O)(=O)c2ccc(C)cc2)cc1 (stereo not drawn)
 : i	.	.	.	.	-1.0%	-0.1%	.	-0.1%	9
> CC(=O)/C(=N\Nc1ccc(C)cc1)Sc1nncn1C
 : i	-15%	6%	-14%	1.1	-0.2%	5.3%	6%	1.9%	48

Sorted by length of the SMILES (low to high): 3 of the compounds above.
Every second line gives: T cell HTS	human PMI inhibition	M1AAP inhibition	human PMI inhibitors	TNAP activation fold	West Nile antiviral	RSV antiviral HEp-2	M17LAP inhibition	K1F lysis inhibition	T cell HTS vesicle-bound %
> O=C(c1cccs1)N1CCC(Cc2ccccc2)CC1
 : i	7%	1%	3%	1.1	-0.3%	5.0%	0%	9.6%	10
> CN(C)C(=O)COC(=O)c1ccccc1Sc1ccccc1C#N
 : i	-10%	1%	-6%	1.1	0.4%	3.0%	8%	0.7%	31
> COc1ccc(C(=O)NCc2ccccn2)cc1[N+](=O)[O-]
 : i	-2%	7%	2%	1.1	-0.9%	-0.1%	5%	0.5%	61

(listing goes on)
Every second line gives: T cell HTS	human PMI inhibition	M1AAP inhibition	human PMI inhibitors	TNAP activation fold	West Nile antiviral	RSV antiviral HEp-2	M17LAP inhibition	K1F lysis inhibition	T cell HTS vesicle-bound %
> COC(=O)C1=C(C)NC(=O)/C1=C\N(C)C
 : i	-34%	0%	-5%	1	-0.3%	0.1%	-4%	0.6%	49
> CC(=O)N1c2ccccc2C(C)CC12CCCCC2 (stereo not drawn)
 : i	6%	4%	9%	1.1	1.6%	2.5%	-1%	0.1%	57
> Cc1ccc2c(c1)cc(CN(C(=O)N1CCOCC1)C1CCCC1)c1nnnn12
 : i	15%	0%	11%	1	-0.5%	-1.7%	3%	-0.2%	56
> O=[N+]([O-])c1cc(N=Nc2ccc3ccccc3c2)ccc1O
 : i	.	.	.	.	-1.7%	19%	.	0.3%	66
> CCC(C(=O)NCc1cccnc1)n1nc(C)n2c(cc3occc32)c1=O (stereo not drawn)
 : i	.	.	.	.	-0.1%	-0.1%	.	0.4%	12
> Cc1ccccc1SCc1noc(C(=O)NCC2CCCO2)c1C(=O)O (stereo not drawn)
 : .	-6%	3%	-8%	1.1	0.0%	-1.4%	21%	0.9%	.
> O=S(=O)(Nc1nc2ccccc2nc1N1CCN(c2ccccc2)CC1)c1ccc(F)cc1
 : i	-28%	7%	-29%	1.1	-0.6%	18%	5%	-0.4%[50 µM]	3
> CC(C)CNC(=O)c1cc(S(=O)(=O)N2CCOCC2)ccc1N1CCCC1
 : i	.	.	.	.	-0.5%	1.3%	.	1.2%	18
> c1cc2nnnn2nc1N1CCCCCC1
 : i	5%	1%	10%	1.1	0.4%	1.2%	5%	1.7%	24
> O=C(CSC1=NCCS1)NC(NC(=O)CSC1=NCCS1)c1ccccc1
 : i	7%	14%	8%	1.3	0.0%	-1.1%	1%	-0.1%	51
> CCn1c(=O)c(C(=O)Nc2nc3ccccc3[nH]2)c(O)c2ccccc21
 : i	2%	-4%	0%	1	-0.1%	-3.4%	-12%	-0.5%	26
> Cc1ccc(-c2nc(-c3ccccn3)no2)cc1Cl
 : i	15%	8%	12%	1.1	.	7.1%	8%	3.3%	32
> COc1ccc(N(CC(=O)Nc2c(C)cccc2C)S(=O)(=O)c2ccccc2[N+](=O)[O-])c(OC)c1
 : i	.	11%	.	1	-1.0%	4.8%	6%	5.9%	52
> CCn1cc(C(=O)N[C@@H](CCSC)C(=O)NCCCn2ccnc2)c(=O)c2cc3c(cc21)OCO3
 : i	.	.	.	.	-0.2%	0.9%	.	0.1%	62
> COc1ccc(-n2nc(C(=O)NCC(=O)N3CCN(c4ccccc4F)CC3)c3ccccc3c2=O)cc1OC
 : i	.	.	.	.	1.0%	-0.2%	.	0.3%	20
> CS(=O)(=O)Nc1ccc(C2=NN(S(C)(=O)=O)C(c3cccs3)C2)cc1 (stereo not drawn)
 : i	-32%	3%	-11%	1	0.2%	0.4%	-20%	0.0%	56
> CN(C)CC(=O)c1ccc(-c2ccccc2)cc1
 : i	-50%	1%	-64%	1	-0.4%	0.2%	68%	8.6%	28
> Cc1n[nH]c(=O)nc1N1CCc2ccccc2C1
 : i	2%	4%	-3%	1.1	0.6%	3.2%	-12%	0.4%	11
> O=C(Cn1c(=O)oc2ccccc21)Nc1ccc(F)cc1
 : i	.	.	.	.	-0.1%	0.3%	.	-0.8%	39
> COc1ccccc1S(=O)Cc1ccc(C(=O)NCc2ccccc2Cl)o1 (stereo not drawn)
 : i	-9%	0%	-11%	1	-0.1%	0.0%	6%	2.6%	54
> Cc1occc1-c1nnc(SCC(=O)Nc2ccccc2)n1C
 : i	0%	3%	4%	1	1.2%	2.5%	13%	-1.0%	53
> Cc1cc2nc(-c3cccc(NC(=O)c4ccc(Br)o4)c3)oc2cc1C
 : i	0%	2%	-4%	1	0.1%	12%	-4%	2.4%	60
> COC(=O)c1sc(N2C(=O)c3oc4ccccc4c(=O)c3C2c2cccc(O)c2)nc1C (stereo not drawn)
 : i	.	5%	.	.	1.3%	4.1%	5%	0.0%[50 µM]	22
> CN(C(=O)COC(=O)c1ccc([N+](=O)[O-])cc1N)c1ccccc1
 : i	0%	-2%	-2%	1	0.3%	0.4%	4%	-1.6%	19
> C=CCN1C(=O)/C(=C/c2ccc(O)c(OC)c2)S/C1=N/c1nccs1
 : i	10%	3%	17%	0.8	0.5%	-0.5%	-3%	2.7%	38
> COc1ccc(CC(=O)N/N=C(/C)CC(=O)N(C)c2ccccc2)cc1
 : i	.	.	.	.	0.5%	4.5%	.	-0.1%	33
> CC(C)CC(=O)c1c[nH]c(C(=O)NCc2ccccc2)c1
 : i	.	.	.	.	0.1%	3.9%	.	0.1%	13
> COc1ccc(CN(C)CC(=O)NC2CCCc3ccccc32)cc1OC (stereo not drawn)
 : i	-12%	3%	-6%	1.1	-0.1%	0.6%	6%	0.0%	16

Assay outcomes (PubChem)

Compounds were not picked by outcome; about 1.5% have a hit in one of these screens.
